# Source: PubChem
# Cycloheximide cs: counter-screen hit for Shiga toxin inhibitors, cycloheximide; hit rate 12% among 300,000; cell reporter, cycloheximide protein synthesis inhibition counterscreen; max response, %; in the data active = max response mostly above about 13%, no sharp cut-off; inactive = mostly below about 14%; also: read at 38.3 µM for the half of the compounds with a filed dose; 0% is about no effect
# TbPYK inhibitor: inhibitors of Trypanosoma brucei pyruvate kinase | hit rate 0.12% among 410,000 | Potency, µM (highest dose often 76.8 µM), for inactives: top-dose activity, negative = inhibition, hits mostly inhibitors | TbPYK enzyme, Kinase-Glo Plus ATP luminescence, 45 min | Q57TT1 | AID 624173; also: potency is read from the fitted curve at half-maximal effect; % is scaled to controls: 0 for no effect and ±100 for the full control effect; nearly all actives have a fitted effect of over 50% in size
#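 Luminescent Kinase-Glo Plus end-point after 45 min room-temperature reaction of T. brucei pyruvate kinase started with 130 uM ADP (final). Buffer TEA 50 mM pH 7.2 with KCl, MgCl2, BSA, Tween-20; titration-based qHTS with fitted concentration-effect curves.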
# Pf growth 96h: P. falciparum growth inhibition at 96 hours; AID 504834; hit rate 6.9% among 320,000; Potency, µM (doses to about 28.7 µM), inactives show at the highest dose activity change, negative = inhibition, usual class: inhibitors; P. falciparum luciferase reporter growth, 96 h; also: potency is read from the fitted curve at half-maximal effect; % is scaled to controls: 0 for no effect and ±100 for the full control effect
#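 96 h incubation, 37 C, 5% CO2, of luciferase-reporter P. falciparum-infected RBCs (2% hematocrit, 0.05% parasitemia final) with test compounds; endpoint luminescence.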
# Pf growth 48h: inhibits P. falciparum growth in the first generation, 48 h; P. falciparum luciferase growth in erythrocytes, 48 h; Potency, µM (series often up to 28.7 µM), for inactives: at the top dose activity change, negative = inhibition, usual class: inhibitors; hit rate 5.9% among 310,000; also: potency is read from the fitted curve at half-maximal effect; % is scaled to controls: 0 for no effect and ±100 for the full control effect
#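 Luciferase-expressing parasites in RBCs, 2% Hct / 0.1% parasitemia final; RPMI 1640 + 0.5% Albumax; 37 C, 5% CO2, one generation; luminescence read-out, lower signal = inhibition.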
# LmPK inh: blocks Leishmania mexicana pyruvate kinase activity; Q27686; purified LmPK, Kinase-Glo ATP luminescence, 1 h; Potency, µM (series often up to 57.5 µM), without a hit: at the top dose activity change, negative = inhibition, most hits filed as inhibitors; hit rate 0.37% among 290,000; also: potency is read from the fitted curve at half-maximal effect; % is scaled to controls: 0 for no effect and ±100 for the full control effect
# Target sequence (Q27686 whole entry, looked up): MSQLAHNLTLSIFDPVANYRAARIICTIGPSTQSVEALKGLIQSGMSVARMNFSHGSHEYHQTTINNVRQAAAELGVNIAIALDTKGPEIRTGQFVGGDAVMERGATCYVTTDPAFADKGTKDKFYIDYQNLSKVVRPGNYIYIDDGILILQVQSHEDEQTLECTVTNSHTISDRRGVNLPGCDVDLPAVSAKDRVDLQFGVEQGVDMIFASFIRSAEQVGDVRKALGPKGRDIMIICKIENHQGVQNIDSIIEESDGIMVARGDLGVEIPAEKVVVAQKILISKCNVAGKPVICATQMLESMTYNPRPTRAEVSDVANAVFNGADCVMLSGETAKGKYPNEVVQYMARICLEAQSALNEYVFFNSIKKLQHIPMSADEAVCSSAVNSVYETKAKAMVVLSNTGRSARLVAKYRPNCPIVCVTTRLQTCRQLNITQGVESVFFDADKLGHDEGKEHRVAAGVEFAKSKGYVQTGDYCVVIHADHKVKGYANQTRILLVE
#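 ATP generated from ADP (0.1 mM) and PEP (0.5 mM) by 0.1 nM LmPK over 1 h at room temperature (pH 7.2 imidazole buffer) was detected by coupled luciferase luminescence. Values were normalized to uninhibited and no-enzyme wells.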
# Shiga inhibitor: inhibitors of Shiga toxin in Vero cells | Vero cells, Shiga toxin protein synthesis inhibition reporter | inhibition, % at 38.7 µM | hit rate 9.2% among 290,000 | AID 2315; in the data active = inhibition mostly above about 28%, no sharp cut-off; inactive = mostly below about 43%; also: 0% is about no effect
# AMA1-RON2 inh: disrupts binding of P. falciparum AMA1 to RON2 | AlphaScreen AMA1-biotinylated RON2 peptide binding | Potency, µM (highest dose often 58.2 µM), without a hit: at the top dose activity change, negative = inhibition, most hits filed as inhibitors | hit rate 0.2% among 360,000;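 also: potency is read from the fitted curve at half-maximal effect; 0% = vehicle wells and -100% = peptide control; nearly all actives have a fitted effect of over 45% in size; some results filed as inactive show a strong effect at the top dose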
#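 AMA1 (3D7) with his tag at 25 nM final met compounds first, then biotinylated RON2 peptide at 25 nM; detection used donor plus acceptor beads, 10 µg/mL apiece, read by AlphaScreen after 30 min at room temperature.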
# Active calls of the source: *; ? = inconclusive; . = not tested or not shown; [ ] = dose if it differs, or a comment. Unless noted, calls follow the shape of the dose curve; as a rule, active = well fitted curve in the direction sought with a large enough effect; inconclusive = small, poorly fitted or top-dose-only effect, or another doubt; inactive = no such curve, though single readings can be large; an effect the other way counts as inactive or inconclusive.
item	SMILES	Cycloheximide cs	TbPYK inhibitor	Pf growth 96h	Pf growth 48h	LmPK inh	Shiga inhibitor	AMA1-RON2 inh
1	Cc1c(NC(=O)Nc2cccc(C(F)(F)F)c2)c(=O)n(-c2ccccc2)n1C	-2.4	-3.7%	-8.3%	9.2%	-0.1%	-10.4	25.3%
2	N#CCc1ccc(OC(=O)Nc2ccccc2)cc1	17.9	-4.3%	45.4%[activator]	.	2.3%	31.1	1.7%
3	CC(C)(C)NC(=O)C(c1ccccc1)N(Cc1ccco1)C(=O)c1csnn1 (centres undefined)	-1.4	-4.0%	61.1%[activator]	-24.7%	0.5%	26.7	3.3%
4	CC(=O)OCC(=O)Nc1ccc(Br)c(C)c1	10.0	1.9%	26.5%	17.0%	1.4%	-20.2	-16.9%
5	COc1cccc(CNCc2cc(OC)cc(OC)c2)c1	-3.1	1.0%	0.0%	5.2%	-4.4%	-6.0	-23.3%
6	Cc1ccccc1Nc1ncnc(N)n1	10.4	5.1%	-2.2%	9.9%	6.4%	16.9	0.7%
7	COc1cc2c(cc1OC)CN(C(=O)C1CCCN(C(=O)c3ccc(Cl)cc3)C1)CC2 (centres undefined)	.	0.0%	-58.3%	?	.	.	4.3%
8	COc1cccc(OCC(O)CNC(=O)c2oc3c(C)c(C)ccc3c2C)c1 (centres undefined)	-4.3	-1.7%	?	?	1.3%	-9.5	-5.6%
9	COc1ccc(S(=O)(=O)N2CCCCC2)cc1NC(=O)CSc1nccn1C	4.6	6.9%	37.6%[5.75 µM]	-12.2%	0.4%	-3.7	0.7%
10	CCOc1ccc(CCNC(=O)c2ccc3c(c2)NC(=O)C2CCCN32)cc1OCC (centres undefined)	0.3	.	9.28µM*	5.22µM*	-1.6%	-3.8	.
11	CCc1ccc(CNc2ccc(N3CCN(C(C)=O)CC3)cc2)cc1	6.9	-15.3%	-1.2%	-20.4%	-8.1%	-5.2	-19.2%
12	COc1ccc(-c2cc(CCCC(=O)NCc3ccccn3)no2)cc1	34.4*	-0.8%	?	.	0.7%	21.1	59.6%[activator]
13	c1ccc(OCc2nn3c(-c4ccccn4)nnc3s2)cc1	32.5*	0.7%	?	37.8%[activator]	-2.7%	68.1*	-5.0%
14	COc1ccc(OC)c2sc(N3CCc4ccccc4C3)nc12	18.4	-0.1%	-1.0%	?	1.8%	51.2	-24.8%
15	Brc1ccc(-c2nnc(SCCC3OCCCO3)o2)cc1	41.6*	-3.5%	-17.4%	47.2%[activator]	-0.8%	59.4*	5.1%
16	c1ccc(-c2csc3nnc(SCc4ccc5c(c4)OCCO5)n23)cc1	-1.9	-3.8%	.	-29.8%	3.0%	3.5	-13.1%
17	COc1ccc(/C=N/NC(=O)c2cccc(C(=O)N/N=C/c3ccc(OC)c(OC)c3)n2)cc1OC	-3.3	4.5%	0.8%	-6.0%	-1.6%	-5.0	70.3%[activator]
18	S=C(Nc1ccccc1)N1CCC(Cc2ccccc2)CC1	2.1	-1.8%	?	?	1.0%	-8.2	5.8%
19	O=C(NCC(=O)N(c1cccnc1)C(C(=O)NC1CCCCC1)c1ccccc1)c1ccco1 (centres undefined)	-6.4	9.1%	-7.1%	-1.5%	0.5%	0.7	0.0%
20	CCC(=O)N1CCc2cc(S(=O)(=O)NCCCN(CC)Cc3ccccc3)ccc21	-1.5	-8.4%	118.3%[activator]	-7.2%	-1.1%	-22.7	0.0%

# Just Pf growth 96h and TbPYK inhibitor, for 2 of the compounds above:
No.	SMILES	Pf growth 96h	TbPYK inhibitor
16	c1ccc(-c2csc3nnc(SCc4ccc5c(c4)OCCO5)n23)cc1	.	-3.8%
17	COc1ccc(/C=N/NC(=O)c2cccc(C(=O)N/N=C/c3ccc(OC)c(OC)c3)n2)cc1OC	0.8%	4.5%

# (listing goes on)
item	SMILES	Cycloheximide cs	TbPYK inhibitor	Pf growth 96h	Pf growth 48h	LmPK inh	Shiga inhibitor	AMA1-RON2 inh
21	CC(=O)c1cccc(NC(=O)c2ccccc2-c2ccccc2C(=O)O)c1	-4.8	-4.0%	?	17.1%	6.1%	-15.7	-2.8%
22	O=C(COc1cc2oc(=O)c3c(c2cc1Cl)CCC3)NCCCN1CCCC1=O	-1.5	-1.1%	13.1µM*	?	1.1%	-1.6	1.9%
23	COc1ccccc1NC(=O)c1ccc(NC(=O)COC(=O)C2CC2C)cc1 (centres undefined)	5.9	2.1%	25.9%	24.1%	0.1%	0.9	15.2%
24	CC1CN(c2oc(-c3ccccc3Cl)nc2C#N)CC(C)O1 (centres undefined)	-6.9	2.3%	12.5%	-0.9%	-1.5%	-19.7	-6.2%
25	Nc1cc(Cl)ccc1N1CCCCCC1	11.5	-0.5%	-125.2%[5.75 µM]	2.62µM*	5.7%	12.8	-6.0%
26	Cc1ccc(OCC(=O)NCc2cccs2)cc1	27.1*	.	.	36.7%[activator]	-0.1%	28.9*	-6.4%
27	COc1cc(S(=O)(=O)Nc2ccncc2)ccc1F	1.6	3.4%	68.8%[activator]	17.7%	0.9%	-6.8	-7.9%
28	O=C(COc1ncnc2sccc12)NC1CCCCC1	.	-6.1%	27.1%	16.0%	.	.	-2.1%
29	CN1CCN(c2ccc(Cl)cc2NC(=O)CC2OC(=O)c3ccccc32)CC1 (centres undefined)	.	-5.8%	?	?	.	.	-5.7%
30	O=C(Cc1ccc2c(c1)OCCO2)Nc1cc(Cl)ccc1N1CCOCC1	.	0.8%	?	11.7µM*	.	.	15.5%
31	CC(=O)N1CCc2cc(S(=O)(=O)NC(CC(C)C)C(=O)N3CCn4c3nc3ccccc34)ccc21 (centres undefined)	2.6	-9.5%	?	?	5.0%	-5.7	18.8%
32	COCCCNC(=S)N(CCO)Cc1cc2cc3c(cc2[nH]c1=O)OCCO3	-1.2	-7.3%	?	8.2%	5.2%	-28.9	-4.9%
33	COc1cc(C)c(S(=O)(=O)Nc2ccc(CC(=O)O)cc2)cc1C	-3.3	5.1%	-24.5%	-21.8%	0.3%	4.1	?
34	Cc1cc(O)c(C(=O)/C=C/c2ccccc2O)c(=O)o1	9.1	-0.1%	-17.1%	-17.2%	-0.4%	11.3	14.2%
35	CCCCN(CC)C(=O)CN(C)S(=O)(=O)c1cccc2nsnc12	-1.8	-2.2%	?	1.5%	-2.9%	-2.0	-5.4%
36	C=CCN(CCNP(=O)(OCC)OCC)CP(=O)(OCC)OCC	0.7	-0.4%	21.3%	6.4%	0.4%	-17.9	-7.4%
37	C(#Cc1ccccc1)C[N+]1(CC#Cc2ccccc2)CCCC1	-0.9	-1.4%	?	2.33µM*	1.6%	4.0	3.1%
38	COc1ccc(N=C(N)N=C(N)N)c(OC)c1	-1.3	-4.9%	10.3%	-3.9%	-5.4%	-9.8	21.3%
39	O=C(NCCCN1CCOCC1)c1ccc(CNS(=O)(=O)c2ccc(Br)cc2)cc1	-5.0	-9.7%	?	?	0.7%	13.7	-0.4%
40	COc1cc(C(=O)N2C[C@H]3CC[C@H]2C3)ccc1OC1CCN(C(C)=O)CC1	-2.1	2.3%	-12.5%	8.8%	8.5%	-8.9	3.2%
41	CC(C)C[C@@H](CO)N1CCN(Cc2cccc(C#N)c2)CCC1=O	1.0	-0.9%	76.2%[activator]	38.2%[activator]	-6.3%	-3.7	1.3%
42	Cc1cccc(N2CCN(c3ccc(N4C(=O)CCCC4=O)cc3[N+](=O)[O-])CC2)c1C	-6.7	4.8%	22.5%	-15.2%	-0.5%	-4.0	-2.5%
43	Cc1ccc(CNC(=O)C2CCN(S(=O)(=O)c3cccs3)CC2)o1	-1.5	?	86.6%[activator]	?	8.0%	-6.2	2.6%
44	O=C1NC(=O)C2(COC(c3cccc([N+](=O)[O-])c3)OC2)S1 (centres undefined)	-3.3	-2.6%	22.2%	-13.5%	0.6%	-2.9	4.3%
45	Cc1ccc(S(=O)(=O)Nc2ccc(-c3nc4ccc(C)cc4s3)cc2)cc1	-2.7	-0.3%	47.8%[activator]	50.3%[activator]	-1.4%	2.0	-5.1%
46	Cc1cccc(NC(=S)N/N=C/c2cccn2Cc2ccc(F)cc2)c1	-4.0	0.9%	?	8.5%	5.5%	17.5	-5.3%
47	O=C1CSC(=S)N1/N=C/c1ccc2c(c1)OCCO2	35.1*	-8.5%	45.7%[activator]	.	-5.1%	56.8*	49.4%[activator]
48	Cc1ccc(NC(=O)CNC(=O)c2cccc(C)c2)nc1	.	-0.4%	70.7%[activator]	48.6%[activator]	.	.	8.7%
49	CCOC(=O)C1=C(C)N(C)C(=O)NC1c1ccc(C)s1 (centres undefined)	-3.1	-9.3%	7.1%	10.0%	-1.9%	-9.9	-0.1%
50	O=c1cc(CSc2nnc(COc3ccccc3Cl)o2)nc2sccn12	14.6	-7.3%	19.3%[5.75 µM]	-0.3%	1.4%	19.2	-2.0%
51	CCOP(=O)(c1ccccc1)C(O)c1ccccc1 (centres undefined)	0.7	-8.5%	-4.6%	4.1%	-0.9%	8.1	25.0%
52	Brc1cccc2sc(N3CCCC3)nc12	34.5*	-5.9%	95.3%	49.0%[activator]	5.5%[11.5 µM]	88.7	23.0%
53	COc1ccc(CN2CCN(C(=O)c3cc(OC)c(OC)c(OC)c3)CC2)cc1OC	0.7	-0.5%	2.5%	?	-10.0%	10.8	-4.6%
54	CC(=O)C(Sc1ncnc2sc3c(c12)CCCC3)C(C)=O	-1.9	-3.6%	-0.9%	8.9%	0.5%	-5.3	84.1%[activator]
55	Cc1ccccc1NC(=S)NNC(=O)c1cccnc1	-2.5	4.47µM*	-4.7%	-5.4%	17.8µM*	3.1	75.7%[activator]
56	O=c1[nH][nH]c(-c2ccccc2)c1C=Nc1ccccc1	-2.6	-1.4%	-0.7%	7.7%	-2.4%	16.3	22.3%
57	O=C(CSc1n[nH]c(-c2cc(Cl)ccc2Cl)n1)NCCN1C(=O)CSC1=O	-1.0	-5.7%	16.4%	14.3%	-8.7%	-5.3	-12.1%
58	CC(NC(=O)COC(=O)/C=C/c1ccc(Cl)cc1)c1ccccc1 (centres undefined)	-0.7	-3.6%	-21.0%	46.5%	6.5%	19.1	-11.1%
59	N#CCSc1ncnc2c1cnn2CCO	-1.9	-13.4%	?	-0.8%	0.9%	-7.3	1.0%
60	COc1ccc(CCNC(=O)CC2Nc3ccccc3NC2=O)cc1 (centres undefined)	11.2	3.2%	?	.	-2.4%	25.3	-4.7%
61	CCC1(C)Cc2c(sc3c2c(=O)n(C)c2nnc(SCCc4ccccc4)n32)CO1 (centres undefined)	-12.1	-4.7%	.	?	2.4%	-22.8	36.8%[activator]
62	Nc1nc2c(-c3ccc(Br)cc3)nnn2c2ccccc12	49.0*	-4.1%	251.7%[activator]	239.7%[activator]	-4.6%	96.4*	1.7%
63	Cc1cccc(C)c1NC(=O)CNC(=O)C(C)NC(C)c1ccccc1Br (centres undefined)	.	1.7%	11.4%	-25.9%	.	.	13.7%[11.6 µM]
64	CCc1ccc(N2C(=O)c3ccc4c5c(ccc(c35)C2=O)CC4)cc1	0.9	-0.1%	-23.7%	-18.9%	0.2%	-2.0	6.9%
65	O=C(Nc1c2c(nc3ccccc13)CCCC2)c1cccc([N+](=O)[O-])c1	-2.6	-1.9%	50.7%[activator]	28.0%	4.0%	-9.2	2.6%
